pAkt inh = Akt phosphorylation inhibition; Neuro2A IGF-stimulated pAkt S473 HTRF, 20 min; hits give low values; activity change, % for hits at 50 µM; 360,000 compounds, 0.32% hits; in the data active means activity change below about -80%; inconclusive means mostly about -51% to -80%; further: on the % scale 0 is the no-effect control and ±100 the full control effect
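Neuro2A cells (4,500/well, DMEM with 0.5% FBS) were treated with compound at a single 50 µM final concentration, stimulated with 6 nM IGF for 20 min at 37 °C, and lysed. Phospho-Akt Ser473 was read by HTRF as 665/615 ratio ×10^4.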
D3 antag = blocks the human D3 dopamine receptor. D3R cells, DiscoveRx beta-arrestin luminescence, antagonist mode; hits give low values. 360,000 compounds, 2.5% hits. AID 652054. max response, negative = inhibition, %. P35462; in the data active means max response below about -50%; inconclusive means no clear call, values can overlap the other calls; further: on the % scale 0 is the no-effect control and ±100 the full control effect; mostly tested at two doses, the higher about 12 µM
Target sequence (P35462 whole entry, looked up): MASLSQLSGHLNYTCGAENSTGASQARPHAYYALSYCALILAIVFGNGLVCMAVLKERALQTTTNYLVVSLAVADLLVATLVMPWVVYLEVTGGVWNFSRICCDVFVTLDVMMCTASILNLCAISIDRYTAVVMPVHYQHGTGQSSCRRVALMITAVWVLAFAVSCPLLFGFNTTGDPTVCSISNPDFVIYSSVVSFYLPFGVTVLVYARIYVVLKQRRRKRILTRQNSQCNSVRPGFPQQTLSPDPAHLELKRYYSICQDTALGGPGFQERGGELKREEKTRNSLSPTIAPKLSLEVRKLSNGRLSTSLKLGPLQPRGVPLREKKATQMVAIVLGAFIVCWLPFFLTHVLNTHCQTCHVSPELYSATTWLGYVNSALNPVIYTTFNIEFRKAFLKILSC
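Cells plated overnight at 1500 cells/well, then exposed to library compounds with dopamine controls for 90 minutes at 37 degrees C. DiscoveRx reagent added for 30–60 minutes at room temperature; luminescence read, quantitative HTS format.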
CCT chaperon mod = modulators of cytosolic chaperonin (CCT/TRiC) activity; 360,000 compounds, 0.3% hits; purified chaperonin ATPase assay, HTRF ADP detection, 30 min; activity change, % (no concentration beside the values), hits read low; in the data active means activity change below about -30%; further: on the % scale 0 is the no-effect control and ±100 the full control effect
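We incubate TRiC, 40 or 20 nM final, with library compounds at 76 uM and 10 uM ATP for 30 min at 37 °C. ADP formed is detected with Transcreener HTRF reagents after 30 min at room temperature.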
D3 ag = D3 dopamine receptor (human) agonism; max activation, %; D3R DiscoveRx beta-arrestin cells, luminescence, 90 min; 410,000 compounds, 0.58% hits; in the data active means max activation above about 30%; further: 0% is about no effect; mostly tested at two doses, the higher about 12 µM
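Agonist mode: compounds and dopamine controls were applied to plated cells for 90 min at 37 degrees C after an overnight attachment at 1500 cells/well. Luminescent read-out followed 30 - 60 minutes at room temperature with DiscoveRx detection reagent.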
EPAC2 antagonist = EPAC2 (human) antagonism; Q8WZA2; EPAC2 GEF exchange of Rap1B-BODIPY-GDP, fluorescence; Potency, µM (series often up to 114 µM), for inactives: top-dose activity, negative = inhibition, usual class: inhibitors; 360,000 compounds, 0.18% hits; AID 720708; further: potency means the concentration at half of the fitted maximal effect; on the % scale 0 is the no-effect control and ±100 the full control effect; nearly all actives have a fitted effect of over 45% in size; many of its hits are not listed in these tables
MmCpn inh = blocks the Methanococcus maripaludis chaperonin Mm-Cpn; purified Mm-Cpn ATPase, ADP Transcreener TR-FRET; Potency, µM (doses to about 76.9 µM), for the others: at the top dose activity, negative = inhibition, usual class: inhibitors; 330,000 compounds, 0.031% hits; further: potency means the concentration at half of the fitted maximal effect; on the % scale 0 is the no-effect control and ±100 the full control effect; nearly all actives have a fitted effect of over 80% in size
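Quantitative HTS used 25 nM Mm-CPN and 10 uM ATP in magnesium/KCl Tris buffer, pH 7.4, with 1 mM DTT. Hydrolysis ran 30 min at 37°C; ADP was read by HTRF.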
EPAC2 agonist = EPAC2 (human) agonism; AID 720711; EPAC2 activation, biochemical qHTS; response scale: 100% = 6.5 mM cAMP response; 360,000 compounds, 0.079% hits; Potency, µM (top dose mostly 154 µM), for inactives: at the top dose activation, actives largely listed as activators; Q8WZA2; further: potency means the concentration at half of the fitted maximal effect; nearly all actives have a fitted effect of over 50% in size
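Readout is BODIPY fluorescence (480 nm excitation, 540 nm emission), which falls as labeled GDP is exchanged off Rap1B. EPAC2 at 100 nM acted on 250 nM RAP1B-BODIPY-GDP with 50 uM GDP present.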
PTHR1 agonist = PTHR1 (human) receptor agonism; HEK293 GP2 PTHR1 cells, GloSensor cAMP luminescence, 1 h; Potency, µM (series often up to 115 µM), inactives show at the top dose activation, actives largely listed as activators; 410,000 compounds, 0.075% hits; AID 743266; further: potency means the concentration at half of the fitted maximal effect; nearly all actives have a fitted effect of over 55% in size; some results filed as inactive show a strong effect at the top dose; inactives centre near -15; many of its hits are not listed in these tables
Target sequence (Q03431 whole entry, looked up): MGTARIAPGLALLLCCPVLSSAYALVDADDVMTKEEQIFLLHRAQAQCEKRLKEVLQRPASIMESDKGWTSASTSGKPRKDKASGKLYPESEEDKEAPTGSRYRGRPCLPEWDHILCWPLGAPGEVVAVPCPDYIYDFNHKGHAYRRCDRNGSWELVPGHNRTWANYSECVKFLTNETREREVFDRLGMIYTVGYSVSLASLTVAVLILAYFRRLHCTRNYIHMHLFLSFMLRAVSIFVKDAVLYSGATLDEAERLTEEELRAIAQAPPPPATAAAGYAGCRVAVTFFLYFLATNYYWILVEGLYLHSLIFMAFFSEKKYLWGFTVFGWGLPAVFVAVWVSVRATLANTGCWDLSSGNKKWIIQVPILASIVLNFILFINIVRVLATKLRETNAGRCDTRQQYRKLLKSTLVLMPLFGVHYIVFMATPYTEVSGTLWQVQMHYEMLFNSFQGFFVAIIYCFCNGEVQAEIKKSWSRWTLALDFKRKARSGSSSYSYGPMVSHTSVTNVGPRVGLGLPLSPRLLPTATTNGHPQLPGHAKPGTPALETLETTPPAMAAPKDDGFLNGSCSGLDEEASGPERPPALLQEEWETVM
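HEK-293-derived GP2 cells expressing PTHR1 and a GloSensor cAMP reporter, 3,000/well, plated overnight, given luciferin plus IBMX (each 0.5 mM as added) for 1 h at 37 °C, then compound for 1 h at 37 °C. Luminescence was read after 15 min at room temperature.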
* = called active by the depositor; i = inactive; ? = inconclusive; nt = no result given; & = joins results of further samples; [ ] = remark or other dose. Unless noted, the call rests on the fitted dose curve; in most records, active means well fitted curve in the direction sought with a large enough effect; inconclusive means small, poorly fitted or top-dose-only effect, or another doubt; inactive means no such curve, though single readings can be large; an effect the other way counts as inactive or inconclusive. A portion of the library; the hit share may differ from the screen's.

Fields – pAkt inh, D3 antag, CCT chaperon mod, D3 ag, EPAC2 antagonist, MmCpn inh, EPAC2 agonist, PTHR1 agonist
> S=C(NCCc1ccccc1)NCC(c1ccco1)N1CCCCC1 (stereo not drawn)
 : i, -7, -0.8, -22, -7%, -2%, 4%, i
> Cc1ccc2c(CC(=O)N3CCN(S(=O)(=O)c4cccs4)CC3)coc2c1
 : i, 5, -8.0, 4, -2%, 0%, 2%, -10%
> O=C1c2ccccc2-c2cccc(C(=O)N3CCCCC3)c21
 : i, -13, -0.1, -3, -12%, 1%, 1%, -26%
> CCCS(=O)(=O)N1CCCC(C(=O)NCCN(CC)CC)C1 (stereo not drawn)
 : i, 0, -3.4, 4, 6%, 0%, 0%, ?
> COc1ccccc1N1CCN(C(=O)c2c(-c3ccccc3Cl)noc2C)CC1
 : i, -14, -3.6, -3, -2%, 3%, 8%, i
> CCCNC(=O)c1csc(Nc2cccc3ccccc23)n1
 : i, 1, 0.3, -1, -16%, -6%, 11%, -44%[inhibitor]
> COc1ccc(-c2csc(NC(=O)C3CCN(c4ncnc5sc(C)c(C)c45)CC3)n2)cc1OC
 : i, 56, 1.7, 47*, 2%, -8%, 10%, -30%[inhibitor]
> CSc1ccccc1NC(=O)CO/N=C(\C)c1cc2ccccc2o1
 : i, 9, -1.7, 1, -5%, 2%, 21%, ?
> Cc1ccsc1/C=C1/C(=O)NN(c2ccccc2)C1=O
 : i, ?, -17, -8, 3%, 0%, 7%, -4%
> CCC1=NNC(=O)C(CC(=O)Nc2ccccc2)c2cc(OC)c(OC)cc21 (stereo not drawn)
 : i, 5, 3.5, 8, 17%, 0%, 3%, i
> O=C(NCCN1CCN(C(=O)c2ccc([N+](=O)[O-])cc2)CC1)C(=O)NCc1ccccc1
 : i, -2, -7.0, -4, 4%, 0%, 1%, i
> COc1ccc(-n2c(C)c(C(C)=O)c(C(C)=O)c2C)cc1
 : i, 11, 1.3, -3, 15%, 0%, 0%, i
> O=C(CCl)Oc1ccc2occ(C(=O)c3cccs3)c2c1
 : i, -1, 1.6, -2, 0%, 2%, 0%, -20%
> COc1cc(/C=N/Nc2nc3ccccc3[nH]2)cc(OC)c1O
 : i, 48, 3.4, 17, 0%, -2%, 0%, -13%
> CCC(c1nnnn1C(C)(C)C)N1CCN(c2cc(Cl)ccc2C)CC1 (stereo not drawn)
 : i, -56*, 1.2, -13, -9%, -1%, 11%, i
> CC1(C)CC(=O)c2cc(OCC(=O)NCCN3CCOCC3)ccc2O1
 : i, 1, -1.4, -1, -1%, -2%, -7%, i
> Cc1ccc(Oc2nc3ccccc3n3c(C)nnc23)c(C)c1
 : i, 15, -4.3, 12, -1%, -3%, -11%, i
> Nc1ccc(S(=O)(=O)Nc2nccc(/C=C/c3cccc(Br)c3)n2)cc1
 : i, 0, -2.2, -15, -2%, -1%, 6%, -10%
> O=C(Nc1ccccc1Cl)c1cc(C2CCCN(C(=O)c3ccc4c(c3)CCO4)C2)on1 (stereo not drawn)
 : i, 2, -1.5, 12, -2%, nt, 17%, -20%
> Cc1ccc(S(=O)(=O)N2CCCCC2)cc1NC(=S)NC(=O)c1ccco1
 : i, -16, -0.6, -5, -17%, 0%, 24%, -43%[inhibitor]
> COc1ccc(NC(=O)CSc2nnc(-c3ccco3)n2N)cc1Cl
 : i, -22, 1.6, -6, 0%, 2%, 3%, i
> O=C(O)c1ccc(C=NN=Cc2ccco2)cc1
 : i, 22, -0.3, 4, -1%, nt, 8%, -30%[inhibitor]
> COc1ccccc1CNC(=O)Nc1nc(C(N)Cc2ccc(Cl)cc2)cs1 (stereo not drawn)
 : i, 11, 0.1, 3, 2%, nt, 10%, -5%
> Cc1ccc(S(=O)(=O)Nc2nsc(N)n2)cc1
 : i, -17, -4.8, -3, -4%, 0%, 4%, -5%[57.5 µM]
> CCN(CC)S(=O)(=O)c1ccc(S(=O)(=O)N2CCC(N3CCCCC3)CC2)cc1
 : i, 3, 0.5, -3, -1%, -1%, 6%, -5%
> CC(=O)N1c2c(cc(Br)cc2S(=O)(=O)NCc2ccccc2)CC1C (stereo not drawn)
 : i, -14, 0.9, -4, -1%, -1%, 0%, -18%
> CSc1ccc(Cn2c(C)c(C(=O)NCc3cccc(C(F)(F)F)c3)sc2=O)cc1
 : i, 14, 0.6, 4, 1%, nt, 3%, i
> N#Cc1ccc(C(=O)N(Cc2ccccc2)c2ccccc2)cc1
 : i, 3, -1.1, 6, -12%, 0%, 10%, i
> CCOC(=O)c1c(S(=O)(=O)NCC(=O)N2CCN(c3ccccc3)CC2)c(C)n(C)c1C
 : i, 1, -0.5, 0&-15, -11%, 0%, 4%, -43%[inhibitor]
> O=C(NCCc1ccccc1)C1CCC(CNc2nc(=S)[nH]c3ccccc23)CC1 (stereo not drawn)
 : i, 1, -1.0, 7, 12%, -4%, -1%, i
> CCc1sc(NC(=O)CCC(=O)O)nc1-c1cc2ccccc2oc1=O
 : i, 4, -0.6, 2, -13%, -6%, -2%, -23%
> COCCn1c(-c2ccc(-c3ccccc3Cl)o2)nc2c1c(=O)[nH]c(=O)n2CC(C)C
 : i, 15, -0.2, 2, 1%, 2%, -3%, i
> CCOc1cc(CNn2cnnc2)cc(Br)c1OCC(=O)NC1CCCCC1
 : i, 4, -2.2, 0, 4%, 1%, 17%, i
> O=C(Cn1c(C(F)(F)F)nc2ccccc21)Nc1ccccc1N1CCOCC1
 : i, 4, -1.9, 4, 16%, -2%, 1%, i
> COc1ccc(NC(=O)CN(C)C(=O)c2ccccc2Sc2ncnc3sc(C)c(C)c23)cc1
 : i, 2, -2.6, 4, 2%, -1%, -3%, -4%
> O=C(NC1CC1)C1CCN(C2CCN(C(=O)/C=C/c3cccs3)CC2)CC1
 : i, 4, 0.7, 21, -1%, 1%, 5%, -1%
> CCOc1ccccc1-c1nc(-c2ccc(NC(=O)Cc3ccccc3OC)cc2)no1
 : i, 7, -1.3, 2, -5%, ?, 6%, -3%
> COc1ccc(Cl)cc1S(=O)(=O)Nc1ccncc1
 : i, -5, -2.4, 5, 1%, -3%, 0%, i
> COc1ccccc1OCC(=O)Sc1ccc(C)cc1
 : i, -13, -4.0, -5, -4%, 2%, 10%, -1%[57.5 µM]
> Nc1ccc(-c2nc3c(Cl)c(N)ccc3[nH]2)cc1
 : i, -13, -1.7, 2, 4%, -28%, -1%, i

Shown as comma-separated lines: entries from further up.
SMILES,pAkt inh,D3 antag,CCT chaperon mod,D3 ag,EPAC2 antagonist,MmCpn inh,EPAC2 agonist,PTHR1 agonist
COc1ccc(NC(=O)CSc2nnc(-c3ccco3)n2N)cc1Cl,i,-22,1.6,-6,0%,2%,3%,i
O=C(O)c1ccc(C=NN=Cc2ccco2)cc1,i,22,-0.3,4,-1%,nt,8%,-30%[inhibitor]
COc1ccccc1CNC(=O)Nc1nc(C(N)Cc2ccc(Cl)cc2)cs1 (stereo not drawn),i,11,0.1,3,2%,nt,10%,-5%
Cc1ccc(S(=O)(=O)Nc2nsc(N)n2)cc1,i,-17,-4.8,-3,-4%,0%,4%,-5%[57.5 µM]
CCN(CC)S(=O)(=O)c1ccc(S(=O)(=O)N2CCC(N3CCCCC3)CC2)cc1,i,3,0.5,-3,-1%,-1%,6%,-5%
CC(=O)N1c2c(cc(Br)cc2S(=O)(=O)NCc2ccccc2)CC1C (stereo not drawn),i,-14,0.9,-4,-1%,-1%,0%,-18%
CSc1ccc(Cn2c(C)c(C(=O)NCc3cccc(C(F)(F)F)c3)sc2=O)cc1,i,14,0.6,4,1%,nt,3%,i
N#Cc1ccc(C(=O)N(Cc2ccccc2)c2ccccc2)cc1,i,3,-1.1,6,-12%,0%,10%,i
CCOC(=O)c1c(S(=O)(=O)NCC(=O)N2CCN(c3ccccc3)CC2)c(C)n(C)c1C,i,1,-0.5,0&-15,-11%,0%,4%,-43%[inhibitor]
O=C(NCCc1ccccc1)C1CCC(CNc2nc(=S)[nH]c3ccccc23)CC1 (stereo not drawn),i,1,-1.0,7,12%,-4%,-1%,i
CCc1sc(NC(=O)CCC(=O)O)nc1-c1cc2ccccc2oc1=O,i,4,-0.6,2,-13%,-6%,-2%,-23%

Continuation.
Fields – pAkt inh, D3 antag, CCT chaperon mod, D3 ag, EPAC2 antagonist, MmCpn inh, EPAC2 agonist, PTHR1 agonist
> Cc1cc(C)c2[nH]c(=O)c(CN(CC3CCCO3)S(=O)(=O)c3ccc4c(c3)OCCO4)cc2c1 (stereo not drawn)
 : i, -16, 0.2, 22, 7%, -2%, 15%, i
> COc1ccc(S(=O)(=O)NCCC(C)C)cc1OC
 : i, -5, -3.1, -4, -2%, -2%, 8%, i
> Cc1ccc(S(=O)(=O)/N=C(/c2ccccc2)N2CCOCC2)c(C)c1
 : i, -6, -1.1, 8, -5%, -3%, 5%, 14%
> CC(=NNC(=O)c1cccc(S(=O)(=O)N2CCOCC2)c1)c1ccccc1
 : i, 18, 0.2, -1, 8%, 0%, 2%, -32%[inhibitor]
> CCOC(=O)CSc1nc(C)cc(Oc2ccc(=O)n(C)n2)n1
 : i, ?, -3.2, -3, 7%, 3%, 13%, 3%
> O=c1c2ccccc2ncn1-c1ccc2c(c1)OCCO2
 : i, 5, -0.4, -2, 5%, -1%, 4%, i
> Clc1ccccc1-c1nnn(Cc2ccc(-c3nn[nH]n3)cc2)n1
 : i, 12, 0.4, -4, -9%, 1%, -1%, i
> CCNC(=O)COc1ncnc2scc(-c3ccc(F)cc3)c12
 : i, 21, -3.4, 5, 6%, -3%, -1%, -12%
> Cc1ccc([N+](=O)[O-])c2c1C(N1CCCCC1)C(C)(C)O2 (stereo not drawn)
 : i, -22, -1.3, -11, -7%, -1%, 16%, -53%[inhibitor]

Bioassay records as filed in PubChem.
